# Glioma ERSR ind: ER stress response induction in glioma; 0.02% of 420,000 active; Potency, µM, inactives show at the top dose activation, most hits filed as activators; U87-MG GRP78 promoter luciferase reporter, 16 h; note: potency is the fitted concentration of half-maximal effect; series mostly up to about 76 µM; % of control where 0% means no effect; nearly all actives have a fitted effect of over 35% in size
#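 Stably transfected U87-MG human glioma cells carrying a GRP78-based luminescent sensor were seeded at 1000 cells/well, pin-dosed with compounds and incubated 16 h. Luciferase reagent was then added, and end-point luminescence was read after 10 min at room temperature.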
# RGS4 inh: human RGS4 inhibition | P49798 | Transcreener GDP fluorescence polarization, RGS4-accelerated GTP hydrolysis | Potency, µM (highest dose often 114 µM), without a hit: top-dose activity change, negative = inhibition, hits mostly inhibitors | 0.039% of 390,000 active | AID 504845; note: potency is the fitted concentration of half-maximal effect; % is set by controls: 0 for no effect and ±100 for the full control effect; nearly all actives have a fitted effect of over 75% in size; some results filed as inactive show a strong effect at the top dose
# Target sequence (P49798 whole entry, looked up): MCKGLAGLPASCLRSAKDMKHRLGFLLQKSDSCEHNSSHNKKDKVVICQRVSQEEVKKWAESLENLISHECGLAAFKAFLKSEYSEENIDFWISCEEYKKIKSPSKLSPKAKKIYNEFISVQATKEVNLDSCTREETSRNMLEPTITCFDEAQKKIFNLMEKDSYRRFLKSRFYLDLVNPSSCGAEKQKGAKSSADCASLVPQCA
#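 MLSMR compounds (23 nl, pin-transferred) preincubated 10 min at room temperature with a 500nM (2x) first reagent, then RGS4 at 900nM (2x) plus Transcreener GDP mix added; fluorescence polarization (620/688 nm) read before and after 90 min at 30 °C.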
# IDH1 R132H inh: inhibitors of human mutant IDH1 R132H | O75874 | Potency, µM (series often up to 76.6 µM), without a hit: at the top dose activity change, negative = inhibition, usual class: inhibitors | IDH1-R132H enzyme, NADPH consumption, diaphorase/resazurin fluorescence | 0.093% of 390,000 active | AID 602179; note: potency is the fitted concentration of half-maximal effect; % is set by controls: 0 for no effect and ±100 for the full control effect; nearly all actives have a fitted effect of over 65% in size
#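 IDH1-R132H (0.5 ug/mL) preincubated 30 min with compound, then NADPH (0.016 mM) and alpha-KG (2 mM) added; 80 min at RT, pH 7.5. Remaining NADPH coupled via diaphorase/resazurin to fluorescence (540/590 nm); concentration-response curves normalized to no-enzyme control.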
# USP1-UAF1 inh: inhibitors of human USP1/UAF1 deubiquitinase; O94782; recombinant USP1/UAF1, Ub-Rhodamine cleavage fluorescence; Potency, µM (highest dose often 57.1 µM), inactives show at the highest dose activity change, negative = inhibition, most hits filed as inhibitors; 0.23% of 390,000 active; AID 743255; note: potency is the fitted concentration of half-maximal effect; % is set by controls: 0 for no effect and ±100 for the full control effect; nearly all actives have a fitted effect of over 60% in size; inactives centre near -12
#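 USP1/UAF1 complex (1 nM) preincubated 15 min at room temperature with compound, then Ub-Rho substrate (150 nM final) added. Kinetic fluorescence at 480/540 nm over 6 reads at 60 s intervals; 50 mM HEPES pH 7.8, 0.5 mM EDTA, 0.1 mg/ml BSA, 1 mM TCEP, 0.01% Tween-20.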
# LDHA block: LDHA (human) enzyme inhibition | P00338 | purified LDHA, NADH/diaphorase-resazurin fluorescence; stronger effect = lower value | activity change, % (values are at about 110 or 230 µM) | 0.15% of 480,000 active; in the data active = activity change below about -30%; inconclusive = mostly about -25% to -30%;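 note: plate controls were DMSO wells for no effect and wells without enzyme for full effect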
#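 Enzyme activity of human lactate dehydrogenase 5 (2 nM; 0.06 mM NADH, 0.2 mM pyruvate, 5 min, RT) is measured via a resazurin/diaphorase fluorescence readout of residual NADH.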
# Vif-A3G inh: blocks the Vif interaction with human APOBEC3G | Q9HC16 | HeLa A3G-eYFP + Vif (tagged APOBEC3G with the HIV-1 protein that degrades it), YFP fluorescence, overnight | Potency, µM (highest dose often 46.1 µM), for the others: at the highest dose activity, negative = active, hits mostly inhibitors | 0.076% of 410,000 active;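 note: potency is the fitted concentration of half-maximal effect; % is set by controls: 0 for no effect and ±100 for the full control effect; nearly all actives have a fitted effect of over 60% in size; hits raise eYFP signal because A3G escapes Vif-driven loss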
# Target sequence (Q9HC16 whole entry, looked up): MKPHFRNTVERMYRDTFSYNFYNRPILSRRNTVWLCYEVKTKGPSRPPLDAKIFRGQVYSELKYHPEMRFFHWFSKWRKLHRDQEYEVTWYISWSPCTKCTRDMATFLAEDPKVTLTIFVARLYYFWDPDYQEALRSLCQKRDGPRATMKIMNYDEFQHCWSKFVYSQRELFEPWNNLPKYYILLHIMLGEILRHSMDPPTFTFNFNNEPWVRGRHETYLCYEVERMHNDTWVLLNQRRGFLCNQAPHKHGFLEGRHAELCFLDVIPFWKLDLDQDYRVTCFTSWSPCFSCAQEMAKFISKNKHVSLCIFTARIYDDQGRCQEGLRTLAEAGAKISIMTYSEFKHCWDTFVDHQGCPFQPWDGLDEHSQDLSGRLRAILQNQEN
#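 Read-out is eYFP fluorescence (Ex 488/Em 500-530) from Vif-expressing HeLa A3G-eYFP cells; more signal means A3G escaped Vif-mediated degradation. Cells plated overnight, compound pinned in, incubated overnight at 37 deg C.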
# TrxR1 substrate: substrates of rat thioredoxin reductase 1; O89049; purified TrxR1 substrate turnover, NADPH consumption readout; Potency, µM (series often up to 114 µM), without a hit: at the top dose activity change, negative = substrate turnover; 0.01% of 390,000 active; note: potency is the fitted concentration of half-maximal effect; % is set by controls: 0 for no effect and ±100 for the full control effect; nearly all actives have a fitted effect of over 50% in size
# Target sequence (O89049 whole entry, looked up): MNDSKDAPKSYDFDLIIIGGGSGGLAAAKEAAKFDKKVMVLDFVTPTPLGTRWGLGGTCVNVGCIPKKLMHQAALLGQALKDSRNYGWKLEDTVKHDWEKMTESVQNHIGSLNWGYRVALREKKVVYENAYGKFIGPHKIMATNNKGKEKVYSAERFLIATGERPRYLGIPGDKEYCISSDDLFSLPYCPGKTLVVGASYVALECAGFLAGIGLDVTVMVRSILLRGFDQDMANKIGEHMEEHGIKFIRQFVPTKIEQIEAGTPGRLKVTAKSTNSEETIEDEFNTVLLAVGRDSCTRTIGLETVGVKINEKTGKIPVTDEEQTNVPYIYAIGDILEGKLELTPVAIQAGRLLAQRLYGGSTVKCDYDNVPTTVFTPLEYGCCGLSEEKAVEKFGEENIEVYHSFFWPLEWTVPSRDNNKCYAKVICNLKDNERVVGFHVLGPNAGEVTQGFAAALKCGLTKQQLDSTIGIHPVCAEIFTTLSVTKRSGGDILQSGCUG
#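 Rat TrxR1, dispensed at 90 nM, was prereduced with 400 uM NADPH (final) for 5 min at ~22 deg C, then incubated with compound 15 min before 400 uM selenite. A first-read NADPH fluorescence drop versus no-compound background flagged substrates.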
# rTrxR1 inhibitor: rat TrxR1 inhibition. O89049. recombinant rTrxR1, NADPH fluorescence consumption, selenite substrate. Potency, µM (highest dose often 114 µM), without a hit: at the top dose activity change, negative = inhibition, most hits filed as inhibitors. 1% of 390,000 active. AID 588453; note: potency is the fitted concentration of half-maximal effect; % is set by controls: 0 for no effect and ±100 for the full control effect; nearly all actives have a fitted effect of over 65% in size
#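 Rat TrxR1 (90 nM in the dispensed reagent) was pre-reduced with 400 uM NADPH for 5 min at room temperature, then incubated with compound for 15 min. After 400 uM selenite was added, NADPH fluorescence (Ex 340/Em 450 nm) was followed for 8 min.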
# Vif-A3F inh: blocks the Vif interaction with APOBEC3F | HeLa A3F-eYFP + Vif (tagged APOBEC3F with the HIV-1 protein that degrades it), YFP fluorescence increase | 0.2% of 390,000 active | Potency, µM (highest dose often 46.1 µM), without a hit: top-dose activity, negative = active; note: potency is the fitted concentration of half-maximal effect; % of control where 0% means no effect; nearly all actives have a fitted effect of over 65% in size
#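 Fluorescence increase (Ex 488/Em 500-530) after overnight compound treatment at 37 deg C flags inhibition of Vif-driven A3F-eYFP loss in stable HeLa A3F-eYFP/Vif cells seeded overnight beforehand.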
# Active calls of the source: *; ? = inconclusive; & = joins results of further samples; [ ] = another dose, or the depositor's remark. Unless noted, calls come from the whole dose curve; as a rule, active = well fitted curve in the direction sought with a large enough effect; inconclusive = small, poorly fitted or top-dose-only effect, or another doubt; inactive = no such curve, though single readings can be large; an effect the other way counts as inactive or inconclusive. These rows are one share of the data; count on the stated rates, not on these rows.
# Sample of the layout, 5 compounds:
SMILES,Glioma ERSR ind,RGS4 inh,IDH1 R132H inh,USP1-UAF1 inh,LDHA block,Vif-A3G inh,TrxR1 substrate,rTrxR1 inhibitor,Vif-A3F inh
O=C(c1cccc(C(F)(F)F)c1)N1CCc2c([nH]c3ccccc23)C1C(F)(F)F (stereo not given),-7%,-20%,-8%,-27%,1,-27%,-5%,22%,?
CC(=O)N1CCc2c(sc3c2c(=O)n(Cc2ccccc2)c(=O)n3Cc2ccc(C)cc2)C1,-1%,-1%,2%,-11%,-5,1%,-3%,18%,3%
CCc1ccc(-c2cc(C)no2)cc1S(=O)(=O)N1CCN(c2cccc(C)c2C)CC1,-4%,21%,-12%,-30%,-3,0%,0%,10%,7%
CCc1c(C)nc2nncn2c1Nc1ccc(C(C)C)cc1,-3%,7%,2%,-3%,0,1%,-5%,0%,4%
Cc1nnc(SC(C)C(=O)Nc2ccc(Cl)cc2Cl)[nH]c1=O (stereo not given),2%,3%,8%,-3%,-7,-1%,-3%,8%,3%

# The list itself, from the start:
SMILES,Glioma ERSR ind,RGS4 inh,IDH1 R132H inh,USP1-UAF1 inh,LDHA block,Vif-A3G inh,TrxR1 substrate,rTrxR1 inhibitor,Vif-A3F inh
O=C(c1cccc(C(F)(F)F)c1)N1CCc2c([nH]c3ccccc23)C1C(F)(F)F (stereo not given),-7%,-20%,-8%,-27%,1,-27%,-5%,22%,?
CC(=O)N1CCc2c(sc3c2c(=O)n(Cc2ccccc2)c(=O)n3Cc2ccc(C)cc2)C1,-1%,-1%,2%,-11%,-5,1%,-3%,18%,3%
CCc1ccc(-c2cc(C)no2)cc1S(=O)(=O)N1CCN(c2cccc(C)c2C)CC1,-4%,21%,-12%,-30%,-3,0%,0%,10%,7%
CCc1c(C)nc2nncn2c1Nc1ccc(C(C)C)cc1,-3%,7%,2%,-3%,0,1%,-5%,0%,4%
Cc1nnc(SC(C)C(=O)Nc2ccc(Cl)cc2Cl)[nH]c1=O (stereo not given),2%,3%,8%,-3%,-7,-1%,-3%,8%,3%
CCCN1CCN(C(=O)c2ccc(Sc3ccc(C)cc3)c(NC(C)=O)c2)CC1,-3%,-7%,5%,-8%,6,-1%,0%,8%,-7%
COc1cccc(N=NC2C(=O)N(C(N)=S)N=C2C)c1 (stereo not given),4%,-51%,?,-10%,9,-6%,2%[57.1 µM],-20%[57.1 µM],0%
O=C(O)CC(NS(=O)(=O)c1ccc(Cl)s1)c1ccccc1 (stereo not given),-5%,-2%,-8%,-5%,-10,3%,-1%,14%,5%
COc1ccccc1Oc1nc2c(c(=O)n(C)c(=O)n2C)n1Cc1cccc(Br)c1,-3%,8%,-6%,-21%,-1,-5%,3%,19%,1%
COC(=O)CN1C(=O)C(O)(CC(=O)c2ccccc2)c2ccccc21 (stereo not given),1%,8%,-2%,3%,-1,0%,-5%,0%,1%
[O-][n+]1nc2ccccc2c2ccccc21,0%,-5%,8%,?,2,3%,63%,-19%,1%
Cc1ccc(NC(=O)CCN2C(=O)C3C4CCC(C4)C3C2=O)cc1[N+](=O)[O-] (stereo not given),-1%,4%,6%,-2%,-5,0%,-8%,-12%,-8%
C=CCO/N=C(/C)c1ccc(Oc2cnccn2)cc1,0%,-10%,4%,-5%,-3,-1%,5%[57.1 µM],18%[57.1 µM],-10%
COc1cc(OC)cc(C(=O)N2CCN=C2SCc2cccnc2)c1,-5%,-5%,8%,?,2,-1%,4%,27%,3%
Cc1ccc(N2C(=O)Nc3ccc(Br)cc3C2(O)C(=O)NCCN(C)C)cc1C (stereo not given),-3%,10%[56.9 µM],0%,-14%,-10,0%,-2%,-17%,12%
Cc1ccc(Nc2nc(N)nc(CCl)n2)c(C)c1,-6%,1%,-5%,-20%,-5,-20%,-3%,-22%,3%
COCCCNC(=S)Nc1ccc(C)cc1[N+](=O)[O-],2%,-26%,2%,-21%,-4,0%,-5%,-36%,1%
Nn1cc(-c2ccccc2)nc1SCC(=O)NCCc1ccccc1,3%,5%,8%,-5%,-7,3%,6%[57.1 µM],6%[57.1 µM],12%
Nc1c(C(=O)O)sc2nc(-c3ccccc3)c3c(c12)CCCC3,-3%,-44%,0%,-15%,3,-10%,-1%,-14%,0%
O=C1CC(c2ccc(S(=O)(=O)NCCOc3ccccc3)cc2)CN1 (stereo not given),-2%,8%,9%,-4%,-4,1%,0%,-4%,10%
CCOc1cc([C@@H]2C[C@H]3CN(c4ccccc4)C(=O)[C@]34CCCN24)ccc1OC,-2%,-2%,0%,-14%,3,-21%,7%[57.1 µM],-51%,-8%
Cc1ccc(/C=C/C(=O)Nc2cc(=O)n(C)c(=O)n2C)o1,-4%,-46%,6%,-15%,12,-1%,-5%,7.9µM*,1%
CCOc1ccc(NC(=O)CCS(=O)(=O)c2cccc3nonc23)cc1,-2%,-15%,9%,?,3,-4%,-4%,-4%,-9%
CCC(C)NC(=O)c1ccc2c(c1)sc1nc(-c3ccc(OC)cc3)cn12 (stereo not given),-3%,-5%,-11%,-14%,-10,-7%,10%[11.4 µM],13%,8%
COc1ccc(OC)c(CCNC(=O)c2cnn(-c3ccccc3)c2-n2cccc2)c1,-4%,-12%,0%,-20%,-3,2%,2%,4%,4%
SMILES,Glioma ERSR ind,RGS4 inh,IDH1 R132H inh,USP1-UAF1 inh,LDHA block,Vif-A3G inh,TrxR1 substrate,rTrxR1 inhibitor,Vif-A3F inh
c1cc2c3c(cccc3c1)NC1(CCCCCC1)N2,-4%,-4%[11.4 µM],6%,-16%,10,-3%,-9%,7%[57.1 µM],6%
CCOc1ccc(-c2nnc(NC3=NCCCCC3)o2)cc1,-6%,-4%,0%,-23%,-2,1%,-10%,-2%,8%
COc1ccc(CNc2oc(-c3ccc(COc4ccccc4C)o3)nc2C#N)cc1,-6%,15%,-5%,-22%,-11,-8%,17%,17%,-6%
CCCCC(=O)Nc1ccc(Cl)cn1,1%,-6%,9%,?,-7,1%,11%,11%,1%
Cc1nc(SCC(=O)Nc2ccc(F)cc2)c2oc3ccccc3c2n1,-3%,-6%,-3%,-23%,-5,3%,-3%,-1%,-4%
O=C(Cn1ncc2c([nH]c3ccccc32)c1=O)NCC1CCN(Cc2ccc(F)cc2)CC1,3%&-2%,-19%&6%,-8%&16%,?,-2&-14,1%&-2%,10%&-2%,26%&15%,-3%&-8%
C/C=C/C=C/C(=O)N1CC[C@]23c4ccccc4N[C@H]4N(C)c5cccc6c5[C@]42CCN([C@H]6C2OC2(C)C)[C@H]13 (stereo not given in full),0%,12%,1%,-24%,3,-10%,5%[57.1 µM],2%[57.1 µM],0%
COc1ccc(OCC(=O)Nc2nnc(S(=O)(=O)N3CCc4ccccc43)s2)cc1,-3%,15%,4%,-22%,3,3%,2%,12%[11.4 µM],-1%
Cc1ccc(NC(=O)C2CCC(CNS(=O)(=O)c3cccc4nsnc34)CC2)c(C)c1 (stereo not given),1%,19%,-4%,-14%,-7,0%,13%,45%[activator],0%
C/C=C\C=C/C(=O)Nc1cccc(C2=NOC3(C2)C[C@H](C(N)=O)N(C(=O)CC)C3)c1 (stereo not given in full),-2%,?,-9%,-21%,1,1%,-3%[57.1 µM],14µM*,0%
COc1cccc(CNC(=O)CSc2nc3ccccc3nc2Cc2ccccc2)c1,0%,6%,2%,-12%,-1,-2%,-1%[57.1 µM],21%[57.1 µM],-4%
CN1CCN(CCCOc2ccc(-c3ccccc3)cc2)CC1,-2%,-21%,5%,0%,3,0%,-5%,-8%,-2%
COCCNC(=O)CSc1nc2cc(OC)c(OC)cc2c(=O)n1CCC1=CCCCC1,-2%,30%,3%,-7%,-14,3%,-14%,-14%,-1%
CCOc1ccc(-c2nc(Cn3ccn4nc(-c5ccc(OCC)c(Cl)c5)cc4c3=O)c(C)o2)cc1,-4%,-1%,4%,-27%,1,1%,9%,33%,1%
CCOc1ccc(Cc2n[nH]c(=S)n2Cc2ccccc2)cc1,-3%,-26%,3%,-8%,-4,2%,3%,-12%,-2%
CC(=O)Nc1ncc2c(n1)CC(c1ccco1)CC2=O (stereo not given),-5%,-28%,3%,-22%,6,0%,-9%,-17%,0%
CCOc1ccccc1CNCC1CCCO1 (stereo not given),-6%,-17%,5%,-18%,-2,-1%,4%[57.1 µM],3%[57.1 µM],6%
O=C(CCCc1c[nH]c2ccccc12)NCc1cccs1,3%,5%,-2%,-19%,-1,1%,1%,10%,-12%
Cc1nnc(SCCC#N)n(CCC#N)c1=O,-5%,-21%,-4%,-13%,-7,2%,5%,14%,1%
COc1ccccc1-c1nnc(SCC(=O)Nc2ccc(S(N)(=O)=O)cc2)n1C,-2%,-3%,2%,-14%,0,1%,7%,19%,-4%
Cc1ccc2nc(SCC(=O)c3c[nH]c4ccccc34)[nH]c2c1,8%,4%,10%,-5%,-9,?,-6%[57.1 µM],-5%[57.1 µM],?
Cc1ccc(C(=O)Nc2cccc(-c3nc4ncccc4o3)c2)cc1,-2%,-13%,2%,11%,-11,-4%,10%[57.1 µM],12%[57.1 µM],-3%
OC(CNCc1ccco1)Cn1c2ccccc2c2ccccc21 (stereo not given),-3%,-3%,0%,-9%,-6,0%,-2%,-7%,-4%
NC(=O)C1CCN(CC(O)COc2ccc(-c3ccccc3)cc2)CC1 (stereo not given),1%,27%,-21%,1%,-6,1%,3%,20%,5%
